12-hLO inh: inhibitors of human 12-lipoxygenase (ALOX12); 0.12% of 150,000 active; P18054; Potency, µM (titrated, usually from 57.1 µM), for inactives: at the top dose activity change, negative = inhibition, hits mostly inhibitors; purified 12-hLO, xylenol orange hydroperoxide absorbance; AID 1452; further: potency means the concentration at half of the fitted maximal effect; nearly all actives have a fitted effect of over 55% in size; many of its hits are not listed in these tables
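Lipoxygenase turnover measured by absorbance at 573 and 405 nm after Fe-XO development. Human 12hLO 150 nM, arachidonate 40 uM, pH 7.0 Hepes buffer with detergent; 15 min compound preincubation, 30 min reaction.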
PNC inhibitor: inhibitors of perinucleolar compartment assembly; 3.1% of 140,000 active; PC3M PTB-GFP, PNC prevalence imaging, 16 h; active compounds read low; activity change (PNC), negative = inhibition, % at 10 µM;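 active means readout at or below -70, meaning at least 70% loss of cells showing the perinucleolar compartment, a nuclear body marking cancer cells; inconclusive means readout between -30 and a set limit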;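 further: plate controls were DMSO wells for no effect and camptothecin positive control wells for full effect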
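PC3M cells stably expressing PTB-GFP, 750–1000 cells/well, treated 16 h at 37 °C with compound (23 nl of library stock), in duplicate. After paraformaldehyde fixation and Hoechst stain, imaged at 20x; PNC prevalence scored by image analysis.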
IMPase cell inh: membrane-permeable compound that blocks inositol monophosphatase; P97697; CHO-M1 cells, IP1 accumulation, HTRF TR-FRET ratio; inhibition (IP1 accumulation), % at 46.1 µM; 120,000 tested, under 10 active; active means well fitted curve in the direction sought with a large enough effect in the signal ratio, not every such curve was filed as active; inconclusive means small, poorly fitted or top-dose-only effect, or a change in a side signal; inactive means no such curve, though single readings can be large or run the other way; the % refers to the signal ratio;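 further: cells stimulated with carbachol in lithium chloride buffer; plate controls were DMSO basal wells for no effect and reference inhibitor wells for full effect; higher means more IMPase inhibition seen as more IP1 and lower FRET ratio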
Target sequence (P97697 whole entry, looked up): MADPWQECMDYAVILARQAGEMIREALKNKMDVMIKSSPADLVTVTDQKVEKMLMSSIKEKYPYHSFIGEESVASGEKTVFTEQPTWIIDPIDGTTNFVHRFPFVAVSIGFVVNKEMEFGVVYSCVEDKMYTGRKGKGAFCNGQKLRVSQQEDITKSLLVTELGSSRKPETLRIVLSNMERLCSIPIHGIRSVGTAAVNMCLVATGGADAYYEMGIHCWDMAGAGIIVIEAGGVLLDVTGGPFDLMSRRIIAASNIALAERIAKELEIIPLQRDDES
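CHO-M1 cells (CHO stably expressing M1 receptor), compound up to 46 uM final, stimulated with carbachol (50 uM as added) in buffer with 50mM LiCl, pH 7.4, 30 min at 37C. Cytosolic IP1 read by TR-FRET; AC50 from Hill fits.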
ALOX15B inhib: blocks human 15-lipoxygenase 2 activity; Potency, µM (titrated, usually from 57.1 µM), for inactives: at the top dose activity change, negative = inhibition, usual class: inhibitors; purified 15hLO-2, xylenol orange hydroperoxide absorbance; 0.56% of 110,000 active; O15296; AID 881; further: potency means the concentration at half of the fitted maximal effect; nearly all actives have a fitted effect of over 60% in size; many of its hits are not listed in these tables
Target sequence (O15296 whole entry, looked up): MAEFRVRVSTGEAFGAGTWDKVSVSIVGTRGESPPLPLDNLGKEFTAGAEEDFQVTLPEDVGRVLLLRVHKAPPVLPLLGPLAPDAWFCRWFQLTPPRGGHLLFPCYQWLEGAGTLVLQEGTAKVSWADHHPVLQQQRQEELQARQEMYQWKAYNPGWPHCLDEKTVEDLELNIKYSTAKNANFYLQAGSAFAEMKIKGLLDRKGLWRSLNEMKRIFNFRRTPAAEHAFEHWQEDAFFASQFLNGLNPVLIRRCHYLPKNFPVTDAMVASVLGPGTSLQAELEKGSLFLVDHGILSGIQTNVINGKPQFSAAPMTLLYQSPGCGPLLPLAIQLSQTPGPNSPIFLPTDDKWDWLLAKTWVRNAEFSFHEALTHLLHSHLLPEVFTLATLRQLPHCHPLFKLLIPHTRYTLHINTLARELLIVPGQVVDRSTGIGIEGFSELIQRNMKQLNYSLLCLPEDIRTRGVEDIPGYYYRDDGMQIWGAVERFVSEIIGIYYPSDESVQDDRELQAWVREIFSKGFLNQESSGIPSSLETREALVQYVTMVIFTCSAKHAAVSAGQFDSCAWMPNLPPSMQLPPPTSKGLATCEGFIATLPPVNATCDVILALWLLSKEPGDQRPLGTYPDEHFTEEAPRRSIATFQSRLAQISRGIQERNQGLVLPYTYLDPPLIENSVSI
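Purified human 15hLO-2 (50 nM) preincubated 15 min with compound, then 45 uM arachidonic acid for 90 min at RT in 25 mM Hepes pH 7.5, 0.01% Triton X-100. Hydroperoxide detected by Fe-xylenol orange; 573/405 nm absorbance ratio.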
* hit, by the source's call; ? = inconclusive; . = not tested or not shown; [ ] = another dose, or the depositor's remark. Unless noted, the call rests on the fitted dose curve; in most records, active means well fitted curve in the direction sought with a large enough effect; inconclusive means small, poorly fitted or top-dose-only effect, or another doubt; inactive means no such curve, though single readings can be large; an effect the other way counts as inactive or inconclusive. Unless noted, on the % scale 0 is the no-effect control and ±100 the full control effect. An excerpt; rates above refer to the full screens.

Structure	12-hLO inh	PNC inhibitor	IMPase cell inh	ALOX15B inhib
COC(=O)c1sc2nc3c(cc2c1N)C(=O)CC(C)(C)C3	0%	18	-1	-7%
COc1ccc(S(=O)(=O)N2CCCCC2)cc1NC(=O)c1ccc2ccccc2n1	3%	-7	.	.
O=C(/C=C/c1ccc2c(c1)OCO2)Nc1nc(-c2ccc(F)cc2F)cs1	-1%	?	.	.
Cc1cc(=O)oc2c(CN(C)Cc3ccccc3)c(O)ccc12	3%	46	?	-3%
O=C(NCCO)/C(=C/c1ccc(Br)cc1)NC(=O)c1cccs1	0%	?	7	-1%
Cc1ccc2nc(N/N=C\c3ccc([N+](=O)[O-])o3)nc(-c3ccccc3)c2c1	4%	7	-8	0%
CCOC(=O)c1c(N)nn(C(C)=O)c1-c1ccccc1	-7%	-3	-7	-3%
CN(C)/C=C(\C=N\OCc1ccc(Cl)cc1Cl)C(=O)Nc1ccc(Cl)c(Cl)c1	6%	10	13	8%
O=C(Cn1cccc1C(=O)c1ccccc1)NCCN1CCCCCC1	-3%	15	9	18%
Cc1cc(SC(C)C(=O)NCC(=O)Nc2ccc(F)c(F)c2F)nc2ccccc12 (stereo not given)	3%	-10	-3	.
CCOC(=O)Cn1c(=O)oc2cc(S(=O)(=O)Nc3cc(Cl)ccc3OC)ccc21	-14%	-97*	8	2%
O=C1CCCN1CCC1CCN(C2CC(=O)N(Cc3ccc(N4CCCC4=O)cc3)C2=O)CC1 (stereo not given)	0%	?	-7	-18%
COc1ccc(OC)c(NC(=O)COC(=O)c2ccc(S(=O)(=O)N3CCOCC3)cc2)c1	-3%	?	8	2%
CS(=O)(=O)Nc1cccc(-c2nc(NCc3cccnc3)c3ccccc3n2)c1	2%	.	.	5%
CSCSC1=C(C#N)C(c2ccc(Cl)cc2)C(C(C)=O)=C(C)N1 (stereo not given)	-14%	-23	6	?
N#Cc1c2c(c[nH]c1=O)CCN2Cc1ccccc1	1%	7	2	.
Cc1ccc(C(=O)NC(=S)Nc2ccccc2C(F)(F)F)c(C)c1	?	32	3	.
OCCNc1ncnc2c1ncn2Cc1ccccc1	-1%	?	2	0%
O=Cc1ccsc1B(O)O	0%	.	.	-2%
CCCCN1C(=O)CC(Nc2ccc(CC)cc2)C1=O (stereo not given)	-6%	?	5	-4%
Cc1cc(C)c(NC(=O)CCCN2CCN(C)CC2)c(C)c1	-1%	15	12	-4%
COc1ccc2c(CC(=O)Nc3ccc(OC)c(S(=O)(=O)N4CCOCC4)c3)coc2c1	-1%	?	-3	.
COc1ccc(CCNC(=O)CC(NS(=O)(=O)c2ccc(NC(C)=O)cc2)C(C)C)cc1OC (stereo not given)	3%	-7	-1	-12%
COC(=O)Cc1cc(OC)c(OC)cc1Cc1cc(OC)c(OC)cc1CC(=O)OC	-2%	28	6	6%
Brc1ccc(C=Nc2ccc(Nc3ccccc3)cc2)s1	?	-7	29	.
CC(C)c1[nH]c(=O)c(C#N)c2c1COC(C)(C)C2	0%	51	-10	1%
O=C(NNC1=NCCC1)c1cccc(Br)c1	-14%	-22	-5	-3%
O=C(O)CC(C(=O)NCc1ccccc1)C1CCCO1 (stereo not given)	-3%	11	8	-4%
Cc1nc(-c2ccccc2)sc1C(=O)/C=C/c1ccc(Cl)cc1	10%	29	1	-1%
Cc1c(N=C2SCC(=O)N2c2c(C)n(C)n(-c3ccccc3)c2=O)c(=O)n(-c2ccccc2)n1C	?	12	2	4%
CCOC(=O)C1CCN(CC(=O)Nc2c(C(=O)OC)[nH]c3cccc(Cl)c23)CC1	-5%	25	3	6%
O=C(COC(=O)CCS(=O)(=O)c1ccc(Cl)cc1)Nc1ncc(Cl)cc1Cl	-8%	?	1	0%
Cn1c(=O)c2c(nc(CN3CCN(c4ccccc4F)CC3)n2CCN2CCOCC2)n(C)c1=O	-3%	-100*	-12	.
Cc1[nH]c2ccccc2c1C(=O)CN1CCCCC1CCO (stereo not given)	-4%	7	3	12%
COc1c(C)cc(S(=O)(=O)N2CCCC2)c(C)c1C	-2%	?	0	-3%
CC1=NN(C(=O)c2ccc(C)o2)C(O)(c2ccccc2)C1 (stereo not given)	-1%	-2	.	.
CCN(Cc1cc2ccccc2[nH]c1=O)C(=O)C(C)C	-1%	-16	?	3%
CCOC(=O)c1cc(C(O)(C(F)(F)F)C(F)(F)F)c(/N=C/N(C)C)o1	-7%	9	14	5%
O=C(O)C1CC(=O)N(Cc2ccc(F)cc2)C1 (stereo not given)	1%	-28	-3	-9%
CCC(C)(C)n1nnnc1CN1CCN(c2nc3ccc(C)cc3cc2C#N)CC1	-9%	12	4	-1%
CC(=O)N1C=CN(C(C)=O)C(c2cn(C)c3ccccc23)C1c1cn(C)c2ccccc12 (stereo not given)	-2%	?	10	-3%
CCN(CC)CCCN1C(=O)C(=O)/C(=C(/O)c2cc(C)ccc2C)C1c1cccnc1 (stereo not given)	-2%	-6	-1	-2%
Cc1cccc(-c2noc(-c3ccccc3C(=O)NCC3CCCO3)n2)c1 (stereo not given)	8%	50	11	6%
CSc1ccc(Cl)c(C(=O)OCC(=O)N2CCOCC2)c1	-8%	-2	2	-3%
O=[N+]([O-])c1cnc2ccccc2c1	-3%	-2	.	.
COCCn1c(=O)c(-c2cccs2)nc2cnc(OCc3ccccc3)nc21	-3%	.	.	3%
O=C(Nc1ccc(N2CCCC2)c(Cl)c1)c1ccccc1[N+](=O)[O-]	-6%	28	3	.
COc1ccc(-n2nnnc2SCC(=O)Nc2cccc(NC(C)=O)c2)cc1OC	-1%	-8	-4	-2%
Nn1c(SCc2ccccc2)nnc1-c1ccccn1	4%	-13	-4	-10%
Cc1[nH]c2ccccc2c1/C=N/Nc1ccc([N+](=O)[O-])cc1	5%	-16	11	.

(next part)
Structure	12-hLO inh	PNC inhibitor	IMPase cell inh	ALOX15B inhib
CCO[P@]1(=O)OC[C@@H]2O[C@H](n3cnc4c(N)ncnc43)[C@H](O)[C@@H]2O1	-3%[11.4 µM]	.	.	-3%[11.4 µM]
CN=C(Nc1ccc(Cl)cc1)c1cccc(C(F)(F)F)c1	7%	24	-1	.
CCCCCc1ccc(CC(=O)Nn2c(C)nc3ccccc3c2=O)cc1	-5%	8	5	13%
COc1ccc(C(C)(C)C)cc1S(=O)(=O)N1CCN(C)CC1	8%	?	-3	1%
CC(O)Cn1cnc2c1c(=O)n(C)c(=O)n2C (stereo not given)	0%	-115*	.	.
CCCCC(=O)OCC(=O)Nc1ccc(OC(F)F)cc1	0%	8	-1	4%
Cc1sc2nc(SCC(=O)c3cccs3)n(Cc3ccco3)c(=O)c2c1C	-5%	40	4	-10%
COc1ccc(-c2cn3c(C)c(C(=O)Nc4cc(NC(C)=O)ccc4OC)sc3n2)cc1	-2%	-24	?	.
O=C1NS(=O)(=O)c2ccccc21	5%	.	.	1%
Cn1c(Cn2c(=O)sc3ccccc32)nnc1SCC(=O)N1CCCc2ccccc21	9%	?	-11	.

Record cards (already shown):
Results for CCO[P@]1(=O)OC[C@@H]2O[C@H](n3cnc4c(N)ncnc43)[C@H](O)[C@@H]2O1 = 12-hLO inh: -3%[11.4 µM]; PNC inhibitor: .; IMPase cell inh: .; ALOX15B inhib: -3%[11.4 µM]
Results for Cc1sc2nc(SCC(=O)c3cccs3)n(Cc3ccco3)c(=O)c2c1C = 12-hLO inh: -5%; PNC inhibitor: 40; IMPase cell inh: 4; ALOX15B inhib: -10%

Additional structures.
Structure	12-hLO inh	PNC inhibitor	IMPase cell inh	ALOX15B inhib
COCCNC(=O)CN1C(=O)CC(C)(C)S(=O)(=O)c2ccccc21	-6%	-25	-3	-1%
O=C(NCc1ccc2[nH]c3c(c2c1)CCCC3)c1ccc(S(=O)(=O)N2CCCCC2)cc1	-1%	43	.	.
COc1cccc(C(=O)NN2C(=O)C3C4C=CC(O4)C3C2=O)c1 (stereo not given)	-4%	-12	5	-24%
COc1cccc(C(=O)COC(=O)C(C)N2C(=O)C3C4C=CC(C4)C3C2=O)c1 (stereo not given)	-2%	39	11	-2%
O=C1NC(c2ccncc2)Nc2ccccc21 (stereo not given)	0%	44	1	-2%
CC(Cc1cccs1)NC(=S)Nc1ccccc1 (stereo not given)	-18%	-30	.	.
C=CCOC(=O)C1=C(C)NC(SCC)=C(C#N)C1c1ccc(Cl)cc1 (stereo not given)	-23%	46	3	-14%
Nc1nc2ccc(Cl)cc2c2nc(-c3ccco3)nn12	-3%	.	-7	4%
CCCN(CCC)C(=O)C[n+]1cccc(/C=N/O)c1	1%	26	2	.
Cc1ccc(C)c(NC(=O)c2cccc(Oc3ccc([N+](=O)[O-])cc3Cl)c2)c1	0%	-15	-5	.
COCCN(CC(=O)NCc1ccc(F)cc1)C(=O)CCC(=O)Nc1ccccn1	2%	25	-9	4%
CCn1c(SCC(=O)OC2CCCCC2)nnc1-c1ccncc1	-7%	31	-3	-4%
C[C@@H]1Oc2ccc(C(=O)C[C@@H](C(=O)O)c3ccc4c(c3)OCO4)cc2O1	-5%[11.4 µM]	.	.	-8%[11.4 µM]
COc1ccc(CCNC(=O)CN(c2ccccc2OC)S(C)(=O)=O)cc1	4%	44	-1	-5%
CCCCNCc1cccn1-c1ccccc1	-14%	153	1	.
Cc1ccc(C(=O)Cc2nnc(C)s2)cc1	-1%	-13	.	.
COc1cccc(Cn2cccc(NC(=O)NC3CCCCC3)c2=O)c1	-7%	-11	14	18%
COc1ccc(NC(=O)CSc2n[nH]c(N)n2)c([N+](=O)[O-])c1	-3%	?	-7	-7%
CCC(=O)N1CCc2cc(S(=O)(=O)NCCC(=O)N3CC=C(c4ccccc4)CC3)ccc21	-2%	-14	0	-15%
O=c1cc(CO)oc(CN2CCN(c3ccccc3F)CC2)c1O	-19%	35	8	-8%
O=C1c2cccc3cccc(c23)C(=O)N1CCN1CCN(C(=S)Nc2ccccc2)CC1	2%	?	-3	.
Cc1cc(O)c(C2(C(F)(F)F)NCCNC2=O)cc1C (stereo not given)	-2%	-13	-3	2%
CCCCONc1ncnc2nonc12	1%	?	.	.
COc1cc(C(=S)N2CCCC2)ccc1OC(=O)c1ccc(Cl)cc1[N+](=O)[O-]	-6%	76	1	-25%
Cc1cccc(NC(=S)NNC(=O)c2csc3c2CCC(C)C3)c1 (stereo not given)	?	-17	-2	-23%
O=C(O)c1ccc(/C=N\N=C2c3ccccc3-c3ccccc32)cc1	-1%[11.4 µM]	.	.	-8%[11.4 µM]
CCn1c(=O)[nH]c(=O)c2c(N)c(C(=O)c3ccccc3OC)sc21	4%	43	-10	.
CCOC(=O)C1(CC/C(C)=N\NC(N)=O)CC(C)(C)OC1=O (stereo not given)	-1%	4	.	.
O=C(COC(=O)CCC(=O)c1cccs1)Nc1cc(S(=O)(=O)N2CCOCC2)ccc1Cl	-4%	-21	4	0%
CCOc1ccc(CN(C)CC(=O)c2c(N)n(Cc3ccccc3)c(=O)n(CC)c2=O)cc1OC	0%	-8	-18	26%
CCOC(=O)c1c(NC(=O)CN2CCCc3ccccc32)sc(C)c1C	3%	5	11	.
COc1ccc(/C=N/NC2=NCCCCC2)cc1	14%	3	12	-3%
O=C(Nc1ccc(N2CCN(C(=O)c3ccccc3)CC2)cc1)c1ccc(Br)o1	-4%	11	14	-8%
CC(=O)c1cccc(NC(=O)Nc2ccc(C(=O)N3CCOCC3)cc2)c1	-3%	-2	-1	.
